ADAM17 inh: ADAM17 inhibition, QFRET primary screen | P78536 | recombinant ADAM17, EDANS/DABCYL FRET peptide cleavage | inhibition, % at 6.95 µM | hit rate 0.83% among 370,000;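 active = inhibition above the mean of compounds lying between control limits plus 3 SD, set per campaign, cut at about 8.5% in these data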;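 also: 0% = DMSO-only wells as the low control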
Tn6 DDE FP: disrupts Tn6 cyclic peptide binding to fibrin D-Dimer-E complex; inhibition, % at 8.3 µM; hit rate 0.21% among 370,000; AID 720509; P02675; Fibrin DD(E) TRITC-Tn6 fluorescence polarization displacement;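 active = inhibition above a per-campaign cutoff: mean of compounds within control limits plus 3 SD, cut at about 15% in these data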;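 also: 0% = median of all compound wells on the plate and 100% = blocking peptide control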
Target sequence (P02675 whole entry, looked up): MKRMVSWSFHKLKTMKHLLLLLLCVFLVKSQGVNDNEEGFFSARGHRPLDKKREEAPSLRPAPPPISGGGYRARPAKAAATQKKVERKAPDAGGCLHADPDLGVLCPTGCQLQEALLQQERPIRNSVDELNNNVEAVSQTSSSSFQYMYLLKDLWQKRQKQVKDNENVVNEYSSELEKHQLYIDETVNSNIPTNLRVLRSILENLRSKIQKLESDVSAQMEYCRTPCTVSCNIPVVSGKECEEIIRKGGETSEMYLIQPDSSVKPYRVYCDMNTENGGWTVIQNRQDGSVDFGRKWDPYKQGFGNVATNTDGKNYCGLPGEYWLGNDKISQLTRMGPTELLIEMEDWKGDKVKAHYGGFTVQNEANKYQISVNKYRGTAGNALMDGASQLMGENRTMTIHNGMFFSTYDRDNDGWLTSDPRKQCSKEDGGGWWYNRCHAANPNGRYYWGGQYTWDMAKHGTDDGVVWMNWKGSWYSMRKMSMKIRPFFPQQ
PLCg1 inh: PLC-gamma1 (human) inhibition, primary screen; P19174; purified PLC-gamma1, fluorogenic substrate, fluorescence; inhibition, % at 12.2 µM; hit rate 0.84% among 370,000; AID 720700; in the data active = inhibition above about 9.5%
MBD2 DNA inh: MBD2-methylated oligo binding inhibition; Q9UBB5; TR-FRET, MBD2 binding to methylated oligonucleotide; inhibition, % at 4.4 µM; hit rate 0.31% among 370,000; AID 686964; in the data active = inhibition above about 13%
Target sequence (Q9UBB5 whole entry, looked up): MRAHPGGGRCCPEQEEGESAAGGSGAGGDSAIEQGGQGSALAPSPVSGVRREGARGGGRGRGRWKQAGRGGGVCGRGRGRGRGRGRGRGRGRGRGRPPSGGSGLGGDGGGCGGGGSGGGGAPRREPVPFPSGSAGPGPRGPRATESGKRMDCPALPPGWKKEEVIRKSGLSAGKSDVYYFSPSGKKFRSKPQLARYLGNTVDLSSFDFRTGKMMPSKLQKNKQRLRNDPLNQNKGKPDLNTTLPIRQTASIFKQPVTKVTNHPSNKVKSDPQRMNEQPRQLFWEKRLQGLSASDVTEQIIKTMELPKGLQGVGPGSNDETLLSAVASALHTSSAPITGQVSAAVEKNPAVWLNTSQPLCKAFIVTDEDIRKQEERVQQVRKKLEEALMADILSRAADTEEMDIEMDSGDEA
ARFGAP1 inh: inhibits rat ARF GTPase activating protein 1. Arfgap1-stimulated ARF1 GTP hydrolysis, GDP FP detection. inhibition, % at 16.5 µM. hit rate 0.26% among 360,000;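 active = inhibition above a per-plate limit, mean inhibition of low control wells plus 3 SD, cut at about 25% in these data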;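 also: 0% = DMSO wells with enzyme and 100% = wells lacking Arfgap1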
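Assay system: purified rat His6-Arfgap1 residues 1-136 (GAP domain); Reagent: human Δ17 ARF1 bound to GTP; Dosing: 16.5 µM single point, 1.26% DMSO; Times: GTP hydrolysis reaction 2 h at 25 °C; Signal: FP, GDP Alexa 633 tracer displaced from anti-GDP antibody, 620/688 nm; Measure: % inhibition from polarization.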
KLK7 zymogen act: activates the human kallikrein-7 zymogen; purified proKLK7, EDANS-DABCYL substrate fluorescence; 100% is mature enzyme control, 0% vehicle; hit rate 0.9% among 370,000; P49862; AID 652039; activation, % at 7 µM;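 active = activation above the mean of all tested compounds plus 3 SD, computed per campaign excluding outliers beyond control limits, cut at about 13% in these data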
ASAP1 inh: inhibitors of human ASAP1 ArfGAP activity | Q9ULH1 | ASAP1-stimulated ARF1 GTP hydrolysis, GDP FP detection | inhibition, % at 16.5 µM | hit rate 0.19% among 360,000 | AID 624377; in the data active = inhibition above about 25%;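 also: 0% = vehicle with enzyme and substrate and 100% = no enzyme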
PLC-beta3 inh: blocks human PLC-beta3 enzyme activity. Q01970. Purified PLC-beta3, fluorogenic substrate, fluorescence. inhibition, % at 12.2 µM. hit rate 0.18% among 370,000; in the data active = inhibition above about 11%;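 also: 0% = median of compound wells on plate and 100% = full blocker control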
Tn7 DDE FP: DD(E)-Tn7 binding inhibition, primary FP screen. P02675. FP displacement of FITC-Tn7 peptide from fibrin DD(E); 0% = median of compound wells per plate. inhibition, % at 8.3 µM. hit rate 0.13% among 370,000;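 active = inhibition above the mean of compounds falling within the control limits plus 3 SD of them, cut at about 14% in these data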;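 also: 0% = plate median of compound wells and 100% = 10 µM Aha-Tn7 peptide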
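Also added: labelled Tn7 tracer, 0.1 µM; Assay system: human fibrin DD(E) protein; Amount: 2 µM fibrin DD(E); Schedule: 10 min compound pre-incubation, 3 h probe incubation at room temperature; Repeats: one replicate per compound; Read-out basis: percent inhibition; Measured by: fluorescence polarization of the labelled Tn7 tracer.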
UHRF1 binding: human UHRF1 methylated DNA binding inhibitors | hit rate 0.75% among 370,000 | UHRF1 binding to methylated oligo, TR-FRET | inhibition, % at 4.4 µM | Q96T88; in the data active = inhibition above about 21%;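 also: UHRF1 SRA domain binding a hemimethylated CpG hairpin DNA probe; 0% = median of test compound wells and 100% = reference inhibitor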
* = called active by the depositor.

cpd	SMILES	ARFGAP1 inh	PLC-beta3 inh	MBD2 DNA inh	UHRF1 binding	Tn6 DDE FP
1	Cc1ccc(C(C(=O)NC2CCCC2)N2CCCCC2)cc1 (configuration not stated)	-3	1	3	-1	4
2	Cc1csc(NC(=O)CSc2ccc(-c3ccc(F)cc3)nn2)n1	-2	0	-5	-2	1
3	COc1cccc(CNC(=O)COC(=O)CCCNC(=O)c2ccc(Cl)cc2)c1	-8	-2	-7	-2	2
4	Cc1[nH]nc(-c2ccc(O)cc2O)c1-c1ccc(Cl)cc1	23	0	2	-3	-2
5	O=C(COC(=O)CCc1c[nH]c2ccccc12)Nc1ccc([N+](=O)[O-])cc1	6	-2	-2	3	-2
6	Cc1ccc(C(=O)/C=C2/NC(=O)CS2)cc1	9	2	4	0	2
7	CC(OC(=O)C1CC1C)C(=O)Nc1ccc(Cl)cn1 (configuration not stated)	5	-9	3	0	5
8	COc1cc([C@@H]2CC=C(C(=O)O)[C@H](c3cccc(Cl)c3)N2S(=O)(=O)c2ccc(C)cc2)cc(OC)c1OC	6	-7	5	3	3
9	Cc1nc2c(cc(Oc3ccc(S(=O)(=O)N4CCOCC4)cn3)c3ccsc32)s1	1	-5	3	-1	0
10	Cc1ccc(C)c(OCC(=O)O/N=C(\N)c2cccc([N+](=O)[O-])c2)c1	-1	-1	6	6	-7
11	Nc1nc(SCc2ccccc2)[nH]c(=O)c1-c1ccccc1	7	2	-1	3	10
12	O=S(=O)(Nc1cccnc1)c1cccc(Cl)c1	5	6	-1	-1	7

cpd	Tn7 DDE FP	KLK7 zymogen act	ASAP1 inh	PLCg1 inh	ADAM17 inh
1	6	-0.1	5	1	-3
2	8	0.4	-8	1	2
3	8	-0.1	-6	0	-2
4	-8	-0.2	19	-2	7
5	1	0.3	3	-1	1
6	1	-0.4	6	3	0
7	10	0.0	-3	4	-6
8	5	0.4	-6	-3	-6
9	9	-0.9	8	-9	-2
10	7	1.0	-14	9	6
11	0	-0.4	16	2	-3
12	-4	-0.4	3	4	5

Continued; the last two above are carried over.
cpd	SMILES	ARFGAP1 inh	PLC-beta3 inh	MBD2 DNA inh	UHRF1 binding	Tn6 DDE FP
11	Nc1nc(SCc2ccccc2)[nH]c(=O)c1-c1ccccc1	7	2	-1	3	10
12	O=S(=O)(Nc1cccnc1)c1cccc(Cl)c1	5	6	-1	-1	7
13	COc1ccccc1CCC(=O)Nc1ncc(C)s1	1	-2	-5	-1	15*
14	Cc1ccccc1-c1cc2nc(Oc3ccc4c(c3)OCO4)n(C)c(=O)c2s1	-12	1	0	-1	-2
15	O=C(O)C1C2C=CC(C2)C1C(=O)NCc1ccco1 (configuration not stated)	-2	-1	3	4	7
16	COc1ccc(NC(C)C(=O)Nc2cc(C(F)(F)F)ccc2N2CCOCC2)c(OC)c1 (configuration not stated)	10	3	0	-2	6
17	C=CCN(CC=C)CCCOc1ccc(C)cc1OC	46*	2	-2	-1	2
18	COc1cccc(NC(=S)NN2CCN(C)CC2)c1	9	-14	6	-1	3
19	COC(=O)C(C)Sc1nnc2n(-c3cccc(C)c3)c(=O)c3c4c(sc3n12)CCCC4 (configuration not stated)	9	0	3	0	5
20	N#Cc1ccc(C2CC(OCCF)=CC(=O)O2)cc1 (configuration not stated)	-15	5	-4	-1	-8
21	CCCCN(C(=O)c1ccc(C)o1)c1c(N)n(CCCC)c(=O)[nH]c1=O	-3	-5	2	-1	4
22	CC(=O)Nc1ccc(Nc2cc(C)nc(Nc3ccc(NC(C)=O)cc3)n2)cc1	-6	-13	0	2	0
23	CC1CCCN(CCOCCOc2ccc(Br)cc2Cl)C1 (configuration not stated)	10	2	-1	-2	-8
24	Cc1csc(NC(=O)CS(=O)(=O)Cc2ccccc2)n1	-8	-4	-7	-1	8

cpd	Tn7 DDE FP	KLK7 zymogen act	ASAP1 inh	PLCg1 inh	ADAM17 inh
11	0	-0.4	16	2	-3
12	-4	-0.4	3	4	5
13	3	0.5	-2	0	2
14	8	-0.2	-9	2	0
15	-2	0.1	-2	-1	0
16	2	1.3	6	0	3
17	4	0.1	51*	3	-2
18	-1	0.3	7	-5	-4
19	-2	-0.1	11	1	-2
20	-5	0.2	-3	0	-3
21	-1	0.3	-7	0	-2
22	2	0.7	-4	-8	2
23	-3	0.1	3	3	3
24	5	-0.4	0	-1	-5

Other records
cpd	SMILES	ARFGAP1 inh	PLC-beta3 inh	MBD2 DNA inh	UHRF1 binding	Tn6 DDE FP
25	O=C1C=C(c2ccc3[nH]ccc3c2)CCC1	-6	-7	3	-2	5
26	O=C(Cc1ccccc1)NC(=S)Nc1cccc(C(F)(F)F)c1	5	1	3	1	6
27	CCCCOc1ccc(C(=O)OCC(=O)Nc2cc(C)c(C)cc2[N+](=O)[O-])cc1	16	6	2	0	1
28	CC(C)(C)NC(=O)c1cc([N+](=O)[O-])ccc1N1CCCCC1	0	-1	-3	3	-2
29	COc1cc(NC(=O)CCNS(=O)(=O)c2cc(Br)cnc2N)cc(OC)c1	-12	-8	-6	0	0
30	CC(C)c1nc(CNC(=O)CC2C(=O)NCCN2Cc2cccc(F)c2F)cs1 (configuration not stated)	6	-18	24*	-2	-4
31	CN(C(=O)CCNC(=O)Cn1cnc2ccccc2c1=O)c1ccc(F)cc1	2	-2	0	1	-8
32	CC(C)CC1Nc2ncnc(N3CCCCC3)c2N(Cc2ccc(Br)cc2)C1=O (configuration not stated)	-7	-2	-3	0	5
33	COc1ccc(-c2csc(Cc3nnc4n3CCCCC4)n2)cc1	6	-2	-4	0	6
34	O=C(NCc1cccnc1)c1ccc(COc2ccc(Cl)cc2)cc1	28*	-3	1	4	0
35	COc1cc(C(C)=O)ccc1OCC(=O)N1CCC(Cc2ccccc2)CC1	-1	0	-4	-2	-4
36	O=C(Nc1ccc(Br)cc1)c1cccc2c1C(=O)N(C1CCCCC1)C2	-2	-2	-4	-1	12

cpd	Tn7 DDE FP	KLK7 zymogen act	ASAP1 inh	PLCg1 inh	ADAM17 inh
25	3	0.0	-18	-8	2
26	1	-0.3	-14	2	7
27	-11	0.4	7	1	0
28	3	-0.5	0	2	2
29	3	0.1	-13	-2	-5
30	-1	0.8	14	-7	-5
31	-1	0.1	4	0	-2
32	0	-0.5	15	-3	3
33	1	0.8	0	-4	-2
34	5	0.5	18	3	0
35	0	-0.1	9	-2	-2
36	-4	0.6	0	2	0

(continued)
cpd	SMILES	ARFGAP1 inh	PLC-beta3 inh	MBD2 DNA inh	UHRF1 binding	Tn6 DDE FP
37	O=C(NCCCn1ccnc1)C(=O)NCC1OCCN1S(=O)(=O)c1ccc(Br)cc1 (configuration not stated)	3	2	-2	4	-8
38	NS(=O)(=O)c1ccc(CCNC(=O)COC(=O)c2cc([N+](=O)[O-])ccc2N2CCOCC2)cc1	-1	1	-1	1	-1
39	Cc1ccc(S(=O)(=O)N2CCOCC2)cc1C(=O)OCC(=O)NCc1ccc2c(c1)OCO2	6	-5	16*	33*	-5
40	CC(=O)N1CCN(c2ccc(NC(=O)c3ccc4c(c3)OCCO4)cc2Cl)CC1	-1	0	4	2	-3
41	CC(=O)Nc1c(Cl)cnn(-c2ccccc2)c1=O	17	-5	2	1	0
42	Cc1ccn2c(-c3csc(NCc4ccccc4)n3)c(C)nc2c1	1	-51	-8	-1	4
43	O=[N+]([O-])c1cccc(/C=N/Nc2nc(NCc3ccccc3)nc(N3CCOCC3)n2)c1	8	3	-2	0	-1
44	CCCCn1c(C)cc2cc(O)ccc21	1	-7	1	-2	-3
45	O=C(COC(=O)c1cccs1)NCc1ccccc1	-6	2	4	6	2
46	O=C(O)CCc1ccc(-c2ccccc2)n1-c1cccc(O)c1	0	-49	0	-3	1
47	Cn1cnc([N+](=O)[O-])c1Cl	10	-4	3	-1	0

cpd	Tn7 DDE FP	KLK7 zymogen act	ASAP1 inh	PLCg1 inh	ADAM17 inh
37	-1	0.9	7	8	0
38	0	-0.5	2	1	-2
39	4	0.2	-5	-1	-6
40	2	0.3	10	1	-3
41	2	-0.6	0	3	3
42	-2	-1.5	-2	-44	-6
43	-1	-0.2	-8	2	2
44	1	0.1	1	-5	-3
45	-5	0.6	6	7	8
46	1	0.4	-4	-42	-11
47	-3	-0.4	1	0	-3

In the list so far, these have fluorine:
cpd	SMILES	ARFGAP1 inh	PLC-beta3 inh	MBD2 DNA inh	UHRF1 binding	Tn6 DDE FP
2	Cc1csc(NC(=O)CSc2ccc(-c3ccc(F)cc3)nn2)n1	-2	0	-5	-2	1
16	COc1ccc(NC(C)C(=O)Nc2cc(C(F)(F)F)ccc2N2CCOCC2)c(OC)c1 (configuration not stated)	10	3	0	-2	6
20	N#Cc1ccc(C2CC(OCCF)=CC(=O)O2)cc1 (configuration not stated)	-15	5	-4	-1	-8
26	O=C(Cc1ccccc1)NC(=S)Nc1cccc(C(F)(F)F)c1	5	1	3	1	6
30	CC(C)c1nc(CNC(=O)CC2C(=O)NCCN2Cc2cccc(F)c2F)cs1 (configuration not stated)	6	-18	24*	-2	-4
31	CN(C(=O)CCNC(=O)Cn1cnc2ccccc2c1=O)c1ccc(F)cc1	2	-2	0	1	-8

cpd	Tn7 DDE FP	KLK7 zymogen act	ASAP1 inh	PLCg1 inh	ADAM17 inh
2	8	0.4	-8	1	2
16	2	1.3	6	0	3
20	-5	0.2	-3	0	-3
26	1	-0.3	-14	2	7
30	-1	0.8	14	-7	-5
31	-1	0.1	4	0	-2

Source: PubChem
